Source: PubChem
Hep lipid drop: modulators of hepatic lipid droplet formation; AML12 mouse hepatocytes, oleate lipid droplets, BODIPY imaging; inhibition, % at 6.5 µM; hit rate 0.4% among 240,000;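 active = lipid droplet intensity inhibited by at least 50%, with more than 500 cells counted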
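Assay system: AML12 hepatocytes (mouse) / Also added: 100 µM oleic acid challenge / Times: overnight treatment with compound plus oleate / Detection: high-content imaging of BODIPY-stained droplets and DAPI nuclei / Evaluation: % inhibition of lipid droplet signal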
ER stress rescue: rescue of cells from ER stress-induced death, primary screen, 384-well, CSM14.1, thapsigargin, ATP luminescence (AID 1222). CSM14.1 thapsigargin-induced death rescue, ATP luminescence; higher % means a stronger effect. cellular ATP content (survival), % at 20 µM, or EC50 in µM where a hit was titrated. 190,000 tested, under 10 active;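 active = EC50 below 50 µM in the dose-response confirmation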;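 note: death triggered by thapsigargin at about 15 µM added after 2 h compound pretreatment; cell ATP read after overnight thapsigargin exposure of roughly 18 to 22 hours; normalized against plate controls of thapsigargin alone and 5% DMSO vehicle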
XIAP displacement: small molecules displacing peptide from XIAP – biochemical, IAP family, fluorescence polarization (AID 1018) | XIAP BIR domain, fluorescence polarization peptide displacement; higher % means a stronger effect | hit rate 0.007% among 200,000 | one-dose displacement, % at 20 µM; IC50 in µM for titrated hits; in the data active = displacement above about 50%; note: a part of the inactive calls stands beside numbers as strong as those of hits
MT stabilize HCS: stabilizes microtubules in HeLa cells; HeLa tubulin immunostaining HCS, 24 h; share of cells brighter than vehicle mean+2SD; % tubulin-high responders, % at 10 µM; hit rate 0.83% among 200,000;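 active = plate Z-score above 3 for both tubulin-high and condensed-nucleus cell shares, with cell loss under 80%, at 10 µM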;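 note: anti alpha tubulin signal scored within the nucleus-defined area of each cell; some results filed as inactive read as strong as hits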
Dynein cargo inh: dynein cargo transport inhibition. 3617.4 mouse cells, GR-EGFP nuclear translocation imaging; test concentration mostly 20 µM; stimulated with dexamethasone, 1 µM; hits give low values. z-score, hits read low. hit rate 0.47% among 220,000. AID 1381;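 active = plate z-score of nuclear minus cytoplasmic receptor signal below a set negative limit, without overly bright fluorescence or cell loss, cut at about -3.5 in these data, passing the limit was not always enough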;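 note: z-score of nuclear minus cytoplasmic ring GR-EGFP intensity difference per well; some compounds called inactive have numbers as strong as hits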
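medium = tetracycline-free induction medium containing charcoal-stripped FBS | probe or stimulus = dexamethasone, 1.0 µM final | timing = 48 h induction, then 1 h compound, then 30 min agonist, 37 °C | detection = automated 10x imaging of fixed Hoechst-stained cells | read-out basis = nuclear versus cytoplasmic GR-EGFP signal, averaged per well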
Ins promoter up: MIN6 insulin promoter up-regulation. MIN6 insulin promoter-GFP reporter, high-content imaging; hits give high values. z-score at 5 µM. hit rate 0.3% among 190,000. AID 1625;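 active = z-score above 3 at 5 µM with at least 500 cells counted in the well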
Autophagy HCS: alters autophagy in cells; MEF GFP-LC3 puncta imaging; test concentration mostly 10 µM; calls only at 10 µM (by protocol); hit rate 0.98% among 190,000; AID 463193;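 active = percentage of spot-positive cells more than 3 SD above its plate mean, without a fluorescence outlier flag or 80% toxicity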;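 note: spot-positive cell cutoff set from DMSO-treated cells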
WT yeast gro inh: growth inhibition of WT yeast, mitochondrial fusion screen; mitochondrial fusion phenotypic screen, WT strain; inhibition, % at 10 µM; hit rate 2.1% among 190,000; in the data active = inhibition above about 58%; tested in S. cerevisiae
bCat nuc transl: alters nuclear translocation of beta-catenin in HeLa cells; immunofluorescence imaging; nuclear translocation activity, % at 5 µM; hit rate 0.3% among 190,000; AID 1665;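 active = nuclear translocation activity above 50% at 5 µM, with a well cell count of 50 or more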;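 note: per-cell ratio of nuclear to cytoplasmic median beta-catenin stain intensity; plate controls were DMSO negative control for no effect and GSK-3 inhibitor IX positive control for full effect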
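Test system: human HeLa cells, endogenous beta-catenin. Times: 24 h compound exposure, 37°C. Measured by: beta-catenin immunofluorescence imaging with DAPI.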
WT yeast gro inh mutant strain: recorded beside WT yeast gro inh, whose call it bears; inhibition, %; mitochondrial fusion phenotypic screen, mutant strain inhibition
Dynein cargo inh cytoplasmic EGFP: further read-out of Dynein cargo inh, marked with its call; z-score; measured here: cytoplasmic GR-EGFP intensity; hits give high values
Dynein cargo inh nuclear GR-EGFP: recorded beside Dynein cargo inh, whose call it bears; z-score; measured here: nuclear GR-EGFP intensity;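 lower value marks the stronger effect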
Dynein cargo inh cell count: second read-out of Dynein cargo inh, no call of its own (marks repeat the call); z-score; measured here: cell count per field
Ins promoter up cell count: further read-out of Ins promoter up, marked with its call; cell count; measured here: cytotoxicity, nuclei count;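 total cells summed across four imaged fields per well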
Hep lipid drop cells 6.5 µM: also measured in Hep lipid drop; calls as there; cell count; measured here: cell count, cytotoxicity flag;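 cells counted across two imaged fields per well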
bCat nuc transl cell count 5 µM: second read-out of bCat nuc transl, no call of its own (marks repeat the call); cell count; measured here: cell count, cytotoxicity flag
MT stabilize HCS Hoechst-high %: second read-out of MT stabilize HCS, no call of its own (marks repeat the call); % Hoechst-high responders; measured here: nuclear condensation Hoechst responders;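 share of cells brighter than vehicle mean plus two SD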
MT stabilize HCS cytotoxicity %: also measured in MT stabilize HCS; calls as there; toxicity, %; measured here: cytotoxicity by cell density;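 0% = mean cell density of plate MIN control wells and 100% = no cells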
Autophagy HCS cell loss 18 h: recorded beside Autophagy HCS, whose call it bears; toxicity, %; measured here: cell loss, nuclei count;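 cell loss after 18 h compound exposure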
Numbers without * were called inactive; i = inactive; x = no result given.

SMILES	Hep lipid drop	Hep lipid drop cells 6.5 µM	ER stress rescue	XIAP displacement	MT stabilize HCS	MT stabilize HCS Hoechst-high %	MT stabilize HCS cytotoxicity %	Dynein cargo inh	Dynein cargo inh cytoplasmic EGFP	Dynein cargo inh nuclear GR-EGFP	Dynein cargo inh cell count	Ins promoter up	Ins promoter up cell count	Autophagy HCS	Autophagy HCS cell loss 18 h	WT yeast gro inh	WT yeast gro inh mutant strain	bCat nuc transl	bCat nuc transl cell count 5 µM
COc1ccccc1NC(=O)CSc1nnc(Cc2cccn2C)n1CCc1ccccc1	x	x	-0.2%	-2.6%	2.6	1.8	2.2	3.3	-0.25	2.3	-1.1	-1.4	1088	i	26	-6	-3	-0.4	1040
OC1(C(F)(F)F)CC(O)(C(F)(F)F)n2nc(-c3ccccc3)cc2N1 (stereo not drawn)	-16	530	-0.7%	-1.8%	3.5	2.0	1.4	-0.11	-0.26	0.14	0.031	0.44	1907	i	22	-1	-23	1.9	882
CN(C)CCN(C(=O)c1ccc(S(=O)(=O)N(C)C)cc1)c1nc2cc3c(cc2s1)OCCO3	-4	740	-2.1%	-3.6%	1.1	1.1	5.8	-0.5	-0.26	-0.16	0.46	x	x	i	6	1	3	1.2	1040
CCOC(=O)Nc1ccc(=O)n(Cc2c(Cl)cccc2Cl)c1	x	x	2.0%	-5.2%	2.2	0.9	1.9	-0.13	-0.23	-0.37	0.1	x	x	i	3	-9	5	x	x
O=C(Nc1ccc2c(c1)OCCO2)C1CCN(C(=O)c2ccc(Cl)cc2)CC1	23	718	-1.9%	-2.9%	3.0	3.3	8.7	1.8	0.22	1.3	-1.6	x	x	i	-21	-6	-29	-0.9	993
CCC(C(=O)OCn1nnc2ccccc2c1=O)c1ccccc1 (stereo not drawn)	0	724	3.8%	-6.2%	1.8	3.0	3.3	0.37	-0.35	-0.16	-0.24	0.15	1154	i	-2	-2	-10	0.3	1063
CNC(=S)Nc1ccc(C(N)=O)cc1	21	660	-2.4%	-9.1%	2.5	1.6	4.9	-0.62	-0.33	-0.17	1.9	0.06	1587	i	-2	-4	-16	-1.8	1040
Brc1ccc(-c2csc(/N=C/N3CCCC3)n2)cc1	2	676	-1.2%	-4.4%	2.6	3.0	3.6	-0.56	-0.098	0.094	0.41	-0.66	1263	i	0	26	33	-0.7	1146
COc1c(-c2ccc(O)cc2)oc2cc(O)cc(O)c2c1=O	0	688	x	x	x	x	x	-0.8	-0.76	-0.14	0.37	0.26	847	x	x	x	x	3.1	1159
CCCCNC(=O)C1c2cc(OC)c(OC)cc2C(=O)N(C)C1c1cccs1 (stereo not drawn)	-1	752	-1.2%	-2.2%	3.2	3.3	3.4	-0.51	-0.32	-0.68	0.69	-0.04	1333	i	-16	-6	-5	x	x
CN(C)C(CNC(=O)CSc1nnc(-c2ccco2)o1)c1ccccc1 (stereo not drawn)	x	x	x	x	2.9	2.5	9.3	-0.15	-0.23	0.097	0.33	x	x	i	0	12	4	x	x
COc1cccc(/C=N/Nc2cc(C)nc(-c3ccccc3O)n2)c1O	37	585	-4.5%	-13%	44	32	90	0.41	-0.028	0.86	-0.5	-1.2	1219	i	25	52	48	0.0	977
COC(C(=O)Nc1ccc(S(=O)(=O)N2CCCCC2)cc1)c1ccccc1 (stereo not drawn)	10	795	0.3%	-0.4%	2.5	1.5	7.0	-0.46	-0.38	-0.11	0.53	0.42	912	i	32	-9	12	x	x
COc1ccccc1C(=O)Nc1ccc(S(=O)(=O)NC2=NCCCCC2)cc1	16	668	-0.1%	-5.1%	2.1	2.0	3.7	2.3	-0.23	0.72	-0.73	0.66	1607	i	6	19	3	-1.3	1078
COC(=O)c1cc(CNC(=O)c2ccc(O)c(Cl)c2)ccc1OC	-7	698	-3.5%	-2.8%	2.5	2.4	7.1	0.62	-0.24	0.85	-0.62	-0.1	1338	i	-16	-5	6	0.7	1010
CC(NC(=O)COc1ccccc1)C(=O)OCC(=O)c1cc2ccccc2o1 (stereo not drawn)	x	x	-1.1%	-9.0%	2.7	2.1	4.5	-0.58	-0.22	-0.13	1.1	0.13	1123	i	-13	x	x	-4.0	957
O=C(Nc1nc2ccccc2s1)C1CCCN1S(=O)(=O)c1ccc(Cl)cc1 (stereo not drawn)	41	753	-1.9%	-2.0%	2.2	0.1	27	-0.43	-0.27	-0.14	0.39	x	x	i	-8	x	x	x	x
CC(C)(C)N1CC(c2nc3ccccc3n2Cc2ccccc2)CC1=O (stereo not drawn)	-2	743	1.2%	-5.5%	3.9	2.7	1.4	2.3	-0.16	1.2	-1.2	x	x	i	1	6	-2	2.1	998
CCOc1cccc(NC(=O)Cc2cccs2)c1	x	x	-1.1%	0.5%	2.6	2.9	8.0	0.014	-0.2	0.8	0.1	-3.4	1096	i	11	-1	5	-4.0	960
Cn1cccc1-c1nc2ccc(NC(=O)c3ccco3)cc2[nH]1	15	805	-0.7%	0.6%	1.5	2.1	8.2	0.14	-0.23	0.0029	0.76	-1.2	863	i	4	5	-10	2.3	1222
OCCOCCOc1cccc2[nH]ccc12	-14	712	-0.4%	-4.9%	2.8	1.1	8.0	0.01	-0.22	0.16	-0.19	-0.12	1572	i	-36	0	-8	-4.8	1120
Cc1ccc(-c2nc(-c3ccccn3)no2)cc1Cl	x	x	-5.9%	-4.8%	2.6	0.6	8.2	-0.67	-0.21	-0.08	0.89	-0.73	1379	i	-4	4	13	-2.8	1027
CCN(CC)S(=O)(=O)c1cc(NC(=O)c2ccc(Br)s2)ccc1C	-8	692	-1.5%	-6.3%	1.5	1.8	7.1	-0.3	-0.23	-0.15	0.65	-1.2	1528	i	-29	19	9	-1.0	959
COc1ccc(-n2c(=S)[nH]c3c(oc4ccccc43)c2=O)cc1	-6	572	1.0%	-11%	6.4	3.3	9.7	1.8	-0.048	0.91	-0.92	0.27	1226	i	-8	-5	-17	-0.4	848
CCCC(=O)N(c1ccc(OC)cc1)C1C=CS(=O)(=O)C1 (stereo not drawn)	1	729	-2.5%	-11%	3.3	1.3	10	-1	-0.0018	0.045	0.93	1	1282	i	3	-14	4	x	x

Some values from the list:
COc1c(-c2ccc(O)cc2)oc2cc(O)cc(O)c2c1=O in bCat nuc transl shows 3.1
O=C(Nc1nc2ccccc2s1)C1CCCN1S(=O)(=O)c1ccc(Cl)cc1 (stereo not drawn) in Dynein cargo inh cytoplasmic EGFP shows -0.27

New compounds follow:
SMILES	Hep lipid drop	Hep lipid drop cells 6.5 µM	ER stress rescue	XIAP displacement	MT stabilize HCS	MT stabilize HCS Hoechst-high %	MT stabilize HCS cytotoxicity %	Dynein cargo inh	Dynein cargo inh cytoplasmic EGFP	Dynein cargo inh nuclear GR-EGFP	Dynein cargo inh cell count	Ins promoter up	Ins promoter up cell count	Autophagy HCS	Autophagy HCS cell loss 18 h	WT yeast gro inh	WT yeast gro inh mutant strain	bCat nuc transl	bCat nuc transl cell count 5 µM
CC(C)[C@H](Nc1ccc(S(=O)(=O)N2CCOCC2)cc1[N+](=O)[O-])C(=O)OCC(N)=O	-51	493	-0.1%	-3.7%	2.7	1.6	4.0	-0.66	-0.31	-0.79	0.58	-0.04	1369	i	-5	-5	6	-0.9	994
Cc1c(N(C)C(=O)c2ccco2)c(=O)n(-c2ccccc2)n1C	-1	710	-1.6%	1.9%	2.7	1.3	1.0	0.16	-0.17	0.17	0.92	0.24	1805	i	-4	0	2	-0.5	1023
CNc1c([N+](=O)[O-])ncn1C	6	744	-0.2%	-4.0%	0.7	1.3	20	2	-0.029	0.49	-0.37	x	x	i	-1	-10	-3	x	x
CCN1C(=O)C2C(c3ccc(O)c(OC)c3)NC(C)(C(=O)OC)C2C1=O (stereo not drawn)	x	x	-1.0%	4.9%	4.7	2.5	3.1	-0.16	-0.13	0.21	-0.34	-0.69	1108	i	-4	-6	14	4.6	1151
CCCOc1ncnc2c1[nH]c1ccc(C)cc12	5	699	x	x	x	x	x	-1.3	-0.18	-0.53	1.5	-1.2	1330	x	x	x	x	-4.5	1265
CC1CN(c2ccc(C(=O)c3ccccc3C(=O)O)cc2[N+](=O)[O-])CC(C)O1 (stereo not drawn)	-2	640	-0.7%	-0.7%	5.2	1.6	4.7	-0.23	-0.25	0.0058	0.018	-0.73	1416	i	25	-4	-5	0.9	1472
CCCn1nnnc1-c1ccc(Cl)cc1	x	x	-2.0%	-1.9%	2.6	2.9	7.4	0.41	-0.15	-0.12	0.089	-0.26	1102	i	-24	-4	12	1.4	743
COC(=O)/C(=N/Nc1ccccc1Cl)Sc1nnc(C(O)c2ccccc2)n1-c1ccccc1 (stereo not drawn)	-6	558	-1.5%	-4.4%	3.7	2.7	9.3	-0.51	-0.25	0.031	0.62	1	1438	i	3	15	7	-4.4	1143
COC(=O)c1cc(NC(=S)NCc2ccc(Cl)cc2)cc(C(=O)OC)c1	1	662	1.3%	-5.3%	5.0	2.5	8.6	0.046	-0.28	-0.15	0.47	0.02	1594	i	-3	28	-1	-3.3	1199
NS(=O)(=O)c1ccc(NC(=O)COC(=O)c2cccc(S(=O)(=O)N3CCCC3)c2)cc1	6	644	x	x	x	x	x	-0.3	0.35	-0.22	0.034	-0.54	989	x	x	x	x	0.7	1287
